TRPC6 inhibitor – inhibitors of mouse TRPC6 channel; Q61143; HEK293-TRPC6, membrane potential dye, ACh-evoked depolarization; hits give low values; B-score at 10 µM; hit rate 1.1% among 310,000;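 active = B-score under library mean minus 3 SD, initial fluorescence not abnormally high, positive integrated signal ratio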;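 note: B-score derived from integrated fluorescence ratio over the kinetic read; more negative B-score means stronger inhibition of depolarization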
TRPC4 inh – inhibitors of mouse TRPC4 channel; hit rate 0.39% among 300,000; B-score at 10 µM; Q9QUQ5; HEK293 TRPC4beta/mu-opioid, DAMGO-evoked Fluo4 calcium flux; hits give low values;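 active = B-score over 3 SD under the library average, no early fluorescence shift, positive overall ratio signal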
Target sequence (Q9QUQ5 whole entry, looked up): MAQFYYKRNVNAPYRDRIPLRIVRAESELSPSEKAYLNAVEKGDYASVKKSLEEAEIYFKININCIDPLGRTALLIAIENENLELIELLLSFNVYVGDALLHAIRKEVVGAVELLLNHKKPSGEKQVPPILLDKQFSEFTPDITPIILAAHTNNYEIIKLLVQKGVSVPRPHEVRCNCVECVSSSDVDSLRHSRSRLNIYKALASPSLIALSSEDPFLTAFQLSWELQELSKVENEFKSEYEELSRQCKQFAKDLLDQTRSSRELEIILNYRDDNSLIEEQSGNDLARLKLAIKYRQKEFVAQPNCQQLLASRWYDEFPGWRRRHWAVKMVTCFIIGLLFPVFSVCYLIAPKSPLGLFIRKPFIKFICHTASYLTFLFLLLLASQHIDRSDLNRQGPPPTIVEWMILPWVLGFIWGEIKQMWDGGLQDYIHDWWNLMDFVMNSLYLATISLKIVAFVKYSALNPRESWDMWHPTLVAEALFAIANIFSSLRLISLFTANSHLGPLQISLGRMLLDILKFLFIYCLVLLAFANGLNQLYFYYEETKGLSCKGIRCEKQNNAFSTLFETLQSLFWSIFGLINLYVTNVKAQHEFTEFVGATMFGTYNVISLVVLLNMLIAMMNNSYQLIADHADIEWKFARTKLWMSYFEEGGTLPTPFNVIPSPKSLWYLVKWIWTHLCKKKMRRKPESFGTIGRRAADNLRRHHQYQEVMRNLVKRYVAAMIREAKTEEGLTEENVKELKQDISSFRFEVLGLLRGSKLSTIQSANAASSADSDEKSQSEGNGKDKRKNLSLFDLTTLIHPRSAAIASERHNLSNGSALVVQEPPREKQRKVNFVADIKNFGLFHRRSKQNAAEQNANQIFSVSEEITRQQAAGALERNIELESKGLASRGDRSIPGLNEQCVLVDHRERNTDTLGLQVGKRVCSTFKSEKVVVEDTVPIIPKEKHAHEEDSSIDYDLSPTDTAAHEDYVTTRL
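Assay system – HEK293 line stably carrying TRPC4beta and mu-opioid receptor · Doses – single dose · Detection – Fluo4 calcium-dye fluorescence, kinetic read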
KLF5 inh – kruppel-like factor 5 inhibition; DLD-1 KLF5 promoter-luciferase reporter, luminescence; inhibition, % at 5 µM; hit rate 0.23% among 290,000;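 active = inhibition above a per-plate limit of that plate's mean compound inhibition plus 3 SD, cut at about 60% in these data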;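 note: 0% = DMSO wells and 100% = LY294002 at 200 µM; higher means less KLF5 promoter-driven luciferase light; inactives centre near -14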
SKKanGAS inh – blocks kanamycin growth of S. pyogenes SKKanGAS strain. BacTiter-Glo, 6 h. inhibition, % at 7.5 µM. hit rate 1.3% among 300,000. AID 1662;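 active = mean replicate score, as percent of positive control median, at least 50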;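 note: strain carries kanamycin resistance gene driven by streptokinase promoter and grows in 40 µg/ml kanamycin; loss of luminescence reflects streptokinase promoter inhibition or plain growth inhibition; 0% = median of DMSO wells and 100% = positive control at its reference dose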
TRPC4 act – activators of mouse TRPC4 channel; Q9QUQ5; HEK293 TRPC4beta/mu-opioid, Fluo4 calcium fluorescence; hits give high values; B-score at 10 µM; hit rate 0.49% among 310,000;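 active = B-score above 5 SD of library B-scores, and initial fluorescence ratio not above library mean plus 5 SD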;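 note: positive B-score marks a calcium rise read as TRPC4 activation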
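Material: HEK293 stable line with TRPC4beta plus mu-opioid receptor; technique: Fluo4 calcium-sensitive dye fluorescence, kinetic, 1 Hz baseline; timing: Fluo4 dye loading 45 min at room temperature, 110 s recording; controls: assay buffer as low control, maximal DAMGO as high control; read-out: integrated baseline-normalised fluorescence ratio, converted to per-well B score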
TRPC4 potent – TRPC4 (mouse) allosteric potentiation | Q9QUQ5 | HEK293 TRPC4beta/mu-opioid, DAMGO EC20, Fluo-4 Ca2+ flux; hits give high values | B-score at 10 µM | hit rate 0.42% among 310,000;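 active = B-score of calcium response area above 5 SD of library B-scores, with initial fluorescence ratio within 5 SD of library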;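 note: B-score of integrated fluorescence ratio over time as area under calcium response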
MrgX1 antag – human MrgX1 receptor antagonism, primary screen; B-score at 10 µM; MRGX1-HEK293 calcium flux, Fluo-4, BAM8-22 antagonism; hits give low values; AID 588676; hit rate 1.3% among 310,000;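 active = calcium-response B-score plate-corrected more than 3 library SD below zero, starting fluorescence within 5 deviations, no agonist response on first addition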;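 note: peak minus trough fluorescence over baseline after final BAM8-22 challenge near maximal dose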
TRPC6 activator – activators of mouse TRPC6 channel; Q61143; HEK293-TRPC6 membrane potential dye fluorescence; hits give high values; AID 2550; hit rate 0.13% among 310,000; B-score at 10 µM;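 active = B-score of the integrated fluorescence ratio above library mean plus 3 SD, and starting fluorescence ratio within library mean plus 5 SD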;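 note: higher score means more depolarization so channel activation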
IEC-6 cytotox – kills IEC-6 intestinal cells in KLF5 counter-screen | IEC-6 cytotoxicity, luminescence viability | inhibition, % at 5 µM | AID 1825 | hit rate 0.78% among 290,000; in the data active = inhibition above about 22%;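 note: 0% = plate median of test compound wells and 100% = cytotoxic reference compound wells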
HIF activator – HIF pathway transcriptional activation; activation, % at 7.5 µM (by protocol); U2OS HRE-luciferase reporter, luminescence; normalized: DMSO 0%, desferrioxamine 100%; hit rate 0.32% among 300,000;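 active = mean activation of at least 10% of the iron chelator positive control signal, with at least half of replicates also reaching 10%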
aSyn 5UTR inh – MLPCN primary screen, SNCA 5' untranslated region. alpha-synuclein 5'UTR reporter, inhibitor activity. inhibition, % (tested at 7.5 µM). hit rate 0.82% among 300,000. AID 1813; in the data active = inhibition above about 60%;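 note: H4 neuroglioblastoma cells stably carrying SNCA 5'UTR luciferase fusion; 0% = DMSO wells and 100% = positive control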
* = called active by the depositor; i = inactive; nt = not tested or not shown.

SMILES | TRPC6 inhibitor | TRPC4 inh | KLF5 inh | SKKanGAS inh | TRPC4 act | TRPC4 potent | MrgX1 antag | TRPC6 activator | IEC-6 cytotox | HIF activator | aSyn 5UTR inh
CN(C)/C=C/C(=O)c1nnn(C2CCCCC2)c1NC1CCCCC1 | i | i | -9 | 13 | i | i | i | i | 5 | 0.2 | 0
Cn1c(SCC(=O)Nc2ccc(N3CCOCC3)cc2)nnc1-c1ccccc1F | i | i | -9 | 4 | i | i | i | i | 9 | 0.2 | 9
COc1ccccc1CNC(=O)COC(=O)c1nc(Cl)ccc1Cl | i | i | nt | -1 | i | i | i | i | nt | -1.1 | 5
CC(C)C1Cc2[nH]c(=O)c(C(=O)O)cc2CO1 (stereo not drawn) | i | i | 3 | 0 | i | i | i | i | 3 | -0.2 | 21
CC(C)(C)NC(=O)CSc1nnc(-c2c[nH]c3ccccc23)o1 | i | i | -24 | -2 | i | i | i | i | 5 | 1.6 | -52
COc1ccccc1C(=O)NCCC(=O)NCC(C)(C)N1CCOCC1 | i | i | -25 | -1 | i | i | i | i | 3 | -0.1 | 7
CCOc1ccc2nc(N(CCN(C)C)C(=O)/C=C/c3cccs3)sc2c1 | i | i | -21 | -2 | i | i | i | i | -2 | 0.3 | -24
C=CCNC(=O)c1ccc2nc(Cc3ccc(OC)cc3)oc2c1 | i | i | -191 | -1 | i | i | i | i | -2 | 4.0 | -139
COc1ccc(CCNC(=O)c2cc(COc3c(F)cccc3F)on2)c(OC)c1 | i | i | -59 | 36 | i | i | i | i | 1 | 1.5 | -29
CCC(CC)c1nnc(NC(=O)CCN2C(=O)c3ccccc3C2=O)s1 | i | i | -32 | -2 | i | i | i | i | -2 | -0.7 | -21
O=C(NC1CCCC1)c1cc2ccccc2o1 | i | i | -84 | 14 | i | 20* | i | i | -6 | 3.1 | -107
O=C1c2ccsc2SCCN1Cc1c(Cl)cccc1Cl | i | i | -28 | 11 | i | i | i | i | 2 | -0.1 | 29
O=C(O)c1ccc(N2CCOCC2)c(N2C(=O)C3C4C=CC(C4)C3C2=O)c1 (stereo not drawn) | i | i | -12 | -1 | i | i | i | i | -2 | 0.1 | -16
COC(=O)c1ccc(/C=C2\SC(=S)N(CCCC(=O)NCCCN3CCOCC3)C2=O)cc1 | i | i | -10 | -2 | i | i | i | i | -3 | -1.4 | -18
COc1cc(/C=N/n2c(-c3ccc4c(c3)NC(=O)CO4)csc2=Nc2cccc(C)c2)ccc1O | i | i | -20 | 29 | i | i | i | i | -1 | 0.1 | -32
Cc1cc(Cl)ccc1NC(=O)CCC(=O)O | i | i | 3 | 20 | i | i | i | i | 7 | -0.6 | -10
COc1ccc2nc(NC(=O)c3cccc(S(=O)(=O)N4CCOCC4)c3)sc2c1 | i | i | -3 | 17 | i | i | i | i | 0 | 1.6 | 2
O=C(COC(=O)c1ccc2c(c1)OCO2)Nc1ccccc1 | i | i | 1 | -1 | i | i | i | i | -2 | 0.4 | 3
CCOC(=O)c1cc(C#N)c(SCC(=O)c2cc(C#N)c(SC)nc2C)nc1C | i | i | nt | 21 | i | i | i | i | nt | 0.0 | -35
Cc1cc(Cl)ccc1OCC(O)CN1C(C)CCCC1C (stereo not drawn) | i | i | -61 | 1 | i | i | i | i | 1 | -0.8 | -2
O=C(/C=C/c1ccccc1)NC(NC(=S)Nc1cccc(O)c1)C(Cl)(Cl)Cl (stereo not drawn) | i | i | -37 | 16 | i | i | i | i | 0 | 0.0 | -1
CCC(=O)N(CCc1ccccc1)Cc1cc2cccc(C)c2[nH]c1=O | i | i | -5 | -3 | i | i | i | i | -3 | -36 | -3
CC(Sc1nc2cc(Cl)ccc2s1)C(=O)Nc1cccc(S(=O)(=O)N2CCOCC2)c1 (stereo not drawn) | i | i | -22 | 2 | i | i | i | i | -6 | 0.4 | 12
COCCn1c(SCC(=O)Nc2ccccc2)nc2c(oc3ccccc32)c1=O | i | i | -15 | nt | i | i | i | i | -2 | -0.6 | -6
CCOC(=O)N1CCC(N(CCOC)C(=S)Nc2cccc(SC)c2)CC1 | i | i | -1 | -1 | i | i | i | i | 6 | 0.8 | -23
S=C(NCc1ccccn1)Nc1ccc(Cl)c(Cl)c1 | i | i | -35 | 25 | i | i | i | i | 7 | 2.2 | -4
O=[N+]([O-])c1ccccc1NCCNS(=O)(=O)c1ccc(Cl)cc1 | i | i | -6 | 3 | i | i | i | i | -4 | 2.9 | -26
Cc1ccc(NC(=O)CCN2C(=O)CSC2=O)c(C)c1 | i | i | -17 | 4 | i | i | -4.6* | i | 0 | -0.1 | 7
CCc1nn(CCCC(=O)NCc2ccco2)c(=O)c2cc3occc3n12 | i | i | -8 | 6 | i | i | i | i | -4 | -0.1 | 2
O=c1ccc2[n+]([O-])c3ccc(O)cc3oc-2c1 | i | i | -4 | 30 | i | i | nt | i | -10 | -1.0 | 37
O=C(CSc1nc2c(c(=O)n1-c1ccc(F)cc1)SCC2)NCC1CCCO1 (stereo not drawn) | i | i | -5 | -11 | i | i | i | i | 0 | 0.3 | -14
COc1cccc(CN(C)C(=O)CNC(=O)c2ccc(-c3ccccc3)cc2)c1OC | i | i | -14 | 2 | i | i | i | i | -5 | 0.5 | 19
CC(C)CCN(C(=O)CCCSc1nc2ccccc2[nH]1)c1c(N)n(Cc2ccccc2)c(=O)[nH]c1=O | i | i | nt | 26 | i | i | i | i | nt | -0.1 | 16
COc1ccc(NC(=O)C(=O)N/N=C/c2cccnc2)cc1 | i | i | -10 | -5 | i | i | i | i | 1 | 0.0 | -3
O=C(Cn1cnc2ccccc2c1=O)Nc1ccc(N2CCOCC2)cc1 | i | i | 5 | -9 | i | i | i | i | -6 | -0.4 | -31
CCOC(=O)C1(CCOc2ccccc2)CCN(Cc2ccc(OC)c(O)c2)CC1 | i | i | -12 | -5 | 84* | i | i | i | 4 | -59 | 3
N#Cc1c(NC(=O)C2CC2)sc2c1CCCCC2 | i | i | -67 | -8 | i | i | i | i | 1 | 0.8 | -119
O=C(O)c1ccc(NC(=O)c2cc3ccccc3o2)cc1 | i | i | -62 | 2 | i | i | i | i | 3 | -1.6 | -59
CCOc1ccc(Br)cc1/C=N/NC(=O)c1ccncc1 | i | i | -9 | -4 | i | i | i | i | 3 | 0.1 | 13
COC(=O)NNC(=O)c1ccc(C)c(Br)c1 | i | i | -48 | 4 | i | i | i | i | -6 | -0.3 | 33
Cc1ccc(N(CC(=O)N2CCN(Cc3ccccc3)CC2)S(C)(=O)=O)cc1C | i | i | 5 | -2 | i | i | i | i | -3 | 0.2 | -19
O=C(COC(=O)c1cccs1)Nc1ccccc1[N+](=O)[O-] | i | i | -13 | 1 | i | i | i | i | -4 | 0.2 | -11
CC1(C)COC2(OC1)C(=O)N(CN1CCOCC1)c1ccccc12 | i | i | -24 | -3 | i | i | i | i | -8 | 0.2 | 9
O=C(O)CC1S/C(=N/N=C/c2ccc(-c3ccc(Cl)c([N+](=O)[O-])c3)o2)NC1=O (stereo not drawn) | i | i | -9 | 1 | i | i | i | i | -10 | -0.3 | -2
CN(C)c1ccc(/C=C/C(=O)c2c(O)c3ccccc3oc2=O)cc1 | i | i | -6 | -12 | 102* | i | i | 131* | 3 | 0.1 | -54
CN(C)CCNc1c2c(c(C#N)c3nc4ccccc4n13)CCCC2 | -11* | i | -6 | 1 | i | i | i | i | 4 | -0.1 | -33
Cc1ccc(S(=O)(=O)NC(C(=O)OCC(=O)NC(=O)c2cccn2C)C(C)C)cc1 (stereo not drawn) | i | i | 0 | -17 | i | i | i | i | -2 | 0.2 | 6
CCOC(=O)N1CCC(NC(=O)C(C)n2c3ccccc3c3cnn(C)c(=O)c32)CC1 (stereo not drawn) | i | i | -3 | -1 | i | i | i | i | -5 | 0.0 | 17
COC(=O)c1c(F)c(F)c(N2CCOCC2)c(F)c1F | i | i | -21 | -3 | i | i | i | i | -3 | 0.1 | -5
CCOC(=O)N1CCN(C(=O)COc2cccc3c2CCN(Cc2ccccc2F)C3=O)CC1 | i | i | -14 | -5 | i | i | i | i | 10 | 0.2 | 0
CC(C)Cn1c(N)c(C(=O)CSc2nc3ccccc3c(=O)n2CCCN2CCOCC2)c(=O)n(C)c1=O | i | i | 3 | 9 | i | i | i | i | 0 | -0.2 | -4
Cc1ccc(NC(=O)CSCC(=O)Nc2cc(Cl)ccc2N2CCN(C)CC2)cc1 | i | i | nt | -4 | i | i | i | i | nt | -3.3 | -5
COc1cccc(CNC(=O)C2CCN(S(=O)(=O)c3ccc(-n4cnnn4)cc3)CC2)c1 | i | i | -30 | 0 | i | i | i | i | 4 | 1.0 | -1
O=C(CCl)N1N=C(c2cccs2)CC1c1ccco1 (stereo not drawn) | i | i | -14 | -3 | i | i | i | i | 2 | -0.2 | -10
O=C(CCSCCc1ccccn1)Nc1ccc(Cc2ccncc2)cc1 | i | i | -27 | -9 | i | i | i | i | 1 | 0.0 | 6
O=C(COc1ccccc1)NCC(=O)Nc1ccc(S(=O)(=O)NCc2ccco2)cc1 | i | i | 1 | -3 | i | i | i | i | -5 | -0.3 | -3
O=C(Nc1ccc2[nH]c(=O)[nH]c2c1)c1cc(F)c(F)cc1Cl | i | i | -27 | -4 | i | i | i | i | 6 | -0.1 | 10
O=C(COc1ccc(F)cc1)c1c(O)cc(O)cc1O | i | -6* | -94 | 5 | i | i | i | i | -7 | 0.0 | -79
CCn1nc(C(=O)OCC(=O)NCCN2C(=O)CSC2=O)c2ccccc2c1=O | i | i | -7 | 4 | i | i | i | i | 2 | -17 | 1
COc1ccc(CNC(=O)c2cc3c(=O)n4ccccc4nc3n(Cc3cccnc3)c2=N)cc1 | i | i | -20 | 5 | i | i | i | i | 4 | 0.0 | 13
CN(C)CCNS(=O)(=O)c1ccc(Cl)cc1 | i | i | -55 | 15 | i | i | i | i | -2 | -41 | -23

An excerpt of these results, with values under each structure.
Below each SMILES: TRPC6 inhibitor	TRPC4 inh	KLF5 inh	SKKanGAS inh	TRPC4 act	TRPC4 potent	MrgX1 antag	TRPC6 activator	IEC-6 cytotox	HIF activator	aSyn 5UTR inh
CC(C)Cn1c(N)c(C(=O)CSc2nc3ccccc3c(=O)n2CCCN2CCOCC2)c(=O)n(C)c1=O
  i	i	3	9	i	i	i	i	0	-0.2	-4
Cc1ccc(NC(=O)CSCC(=O)Nc2cc(Cl)ccc2N2CCN(C)CC2)cc1
  i	i	nt	-4	i	i	i	i	nt	-3.3	-5
